From PubChem
TDP1 cell noCPT: qHTS for Inhibitors of human tyrosyl-DNA phosphodiesterase 1 (TDP1): qHTS in cells in absence of CPT; Potency, µM (top dose mostly 46.2 µM), for inactives: at the top dose activity change, negative = growth inhibition, usual class: inhibitors; DT40 Tdp1-/- hTDP1 cells, no CPT, ATP luminescence, 48 h; 15% of 420,000 active; further: nearly all actives have a fitted effect of over 55% in size
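Growth of hTDP1-complemented DT40 Tdp1-knockout cells is measured by ATP luminescence after at least 48 hr compound exposure at 37 °C, with DMSO substituting for the 20 nM CPT used in the parallel screen.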
TDP1 inh: TDP1 (human) enzyme inhibition. 0.28% of 350,000 active. recombinant TDP1, AlphaScreen DNA substrate cleavage. Q9NUW8. Potency, µM (top dose mostly 130 µM), for the others: at the top dose activity change, negative = inhibition, actives largely listed as inhibitors; further: nearly all actives have a fitted effect of over 40% in size
Target sequence (Q9NUW8 whole entry, looked up): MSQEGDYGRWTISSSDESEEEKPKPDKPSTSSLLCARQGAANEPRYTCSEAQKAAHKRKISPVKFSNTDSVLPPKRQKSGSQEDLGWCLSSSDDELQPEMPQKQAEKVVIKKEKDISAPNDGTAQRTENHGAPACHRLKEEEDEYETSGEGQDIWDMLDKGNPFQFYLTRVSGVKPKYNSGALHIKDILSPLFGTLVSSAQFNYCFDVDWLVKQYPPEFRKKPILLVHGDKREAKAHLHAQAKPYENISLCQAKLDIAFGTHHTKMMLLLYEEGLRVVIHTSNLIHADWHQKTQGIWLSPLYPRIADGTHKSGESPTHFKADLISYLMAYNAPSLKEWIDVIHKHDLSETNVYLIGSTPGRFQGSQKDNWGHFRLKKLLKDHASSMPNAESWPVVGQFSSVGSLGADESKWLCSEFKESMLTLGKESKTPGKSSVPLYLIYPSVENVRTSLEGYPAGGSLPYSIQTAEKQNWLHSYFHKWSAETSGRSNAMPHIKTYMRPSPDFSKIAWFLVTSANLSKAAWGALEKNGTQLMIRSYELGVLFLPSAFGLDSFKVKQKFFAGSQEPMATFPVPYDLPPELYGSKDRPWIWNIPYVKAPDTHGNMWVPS
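Enzyme-compound mixtures sat 15 min at room temperature, followed by a 5 min reaction with 15 nM final substrate and 10 min with AlphaScreen beads. Recombinant human Tdp1 was used at 1 nM final.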
GCN5L2 inh: blocks human GCN5L2 histone acetyltransferase; 0.21% of 390,000 active; Potency, µM (highest dose often 58.9 µM), without a hit: top-dose activity change, negative = inhibition, hits mostly inhibitors; GCN5L2 HAT assay, ThioGlo1 CoA-SH fluorescence; AID 504327; Q92830
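Titration-based screen in which CoA formation is detected via maleimide probe ThioGlo1 (50uM) turning fluorescent on thiol reaction; substrates H3(1-25) 75uM and acetyl-CoA 70uM, GCN5L2 20nM, 20 min incubation at room temperature.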
* marks the source's active call; other numbers are inactive results; ? = inconclusive; . = no result given; & = joins results of further samples; [ ] = remark or other dose. The call rests on the fitted dose curve; in most records, active means well fitted curve in the direction sought with a large enough effect; inconclusive means small, poorly fitted or top-dose-only effect, or another doubt; inactive means no such curve, though single readings can be large; an effect the other way counts as inactive or inconclusive. On the % scale 0 is the no-effect control and ±100 the full control effect; potency means the concentration at half of the fitted maximal effect. Only part of the results is shown; the hit share may differ from the screen's.

| Molecule | TDP1 cell noCPT | TDP1 inh | GCN5L2 inh |
| --- | --- | --- | --- |
| COC(=O)c1c(NC(=O)COc2cccc(C(F)(F)F)c2)sc2c1CCCC2 | ? | 6%[2.28 µM] | -4% |
| COc1cccc(C(=O)NNC(=O)CCc2ccccc2)c1 | -5% | 3% | -5% |
| O=C(NC(=S)Nc1cccc(CO)c1)c1ccc(-c2ccccc2)cc1 | 13µM* | 2% | -1% |
| CC(=O)Nc1nc2c(ncn2COCCOC(C)=O)c(=O)[nH]1 | . | 9% | -6% |
| CCOC(=O)CC(=O)Nc1ccc(C(=O)OCC)cc1 | -21% | -5% | -17% |
| CSc1nc(-c2ccccc2)c2cc(Cl)ccc2n1 | ? | 3% | -2% |
| COc1ccccc1CN1C[C@@H]2C[C@@H](C3=Cc4cccc(OC)c4OC3)N3CCC[C@@]23C1=O | ? | . | -9% |
| CC(=O)/C(=N\Nc1ccccc1)Sc1nncn1C | 0% | . | -6% |
| Cc1cccc(NC(=S)NCc2ccc(F)cc2)c1C | -8% | . | -3% |
| C/C(=N\NC(=O)CC#N)C1COc2ccccc2O1 (centres undefined) | ? | 0% | 0% |
| Cc1cccc(OCC(=O)N/N=C/c2ccccc2C(=O)O)c1 | -1% | -1% | -7% |
| Cc1sc(NC(=O)CCC(=O)O)c(C#N)c1C | 9% | -3% | -3% |
| COCCN1CCc2c(C)nc3c(-c4ccc(OC)c(OC)c4)cnn3c21 | ? | 6% | -9% |
| CCOc1ccc(-c2nn3c(-c4ccccc4)nnc3s2)cc1 | ? | 7% | -23% |
| O=C1OC(N2CCN(C(=O)c3ccco3)CC2)c2ccccc21 (centres undefined) | -1% | -2% | -16% |
| COC1CCCCC1NS(=O)(=O)c1ccc(Cl)cc1 (centres undefined) | -10% | 1% | 2% |
| CC(C)(O)C#Cc1ccc(C(=O)NC(CCCNC(N)=O)C(=O)O)s1 (centres undefined) | -8% | 3% | 3% |
| O=C(Cn1nc(Br)nc1Br)c1ccccc1 | -4% | . | 1% |
| O=C(Cc1c(Cl)cccc1Cl)OCc1ccccn1 | ? | 8% | -5% |
| COc1cccc(CNC(=O)c2ccc(NS(=O)(=O)c3ccc4[nH]c(=O)[nH]c4c3)cc2)c1 | -1% | 0% | -14% |
| COc1ccc(NC(=O)Nc2ccccc2C(N)=O)cc1 | -27% | -2% | 2% |
| Cc1noc(C)c1C(=O)Nc1nc2ccccc2s1 | -28% | 5% | 0% |
| c1coc(Cn2nnnc2CN2CCN(C3CCCCC3)CC2)c1 | -2% | 4% | -2% |
| CSC1=N/C(=C\c2cccnc2)C(=O)N1c1ccccc1 | -2% | 6% | -3% |

Some of these compounds in order of molecular weight, falling.
| Molecule | TDP1 cell noCPT | TDP1 inh | GCN5L2 inh |
| --- | --- | --- | --- |
| COc1cccc(CNC(=O)c2ccc(NS(=O)(=O)c3ccc4[nH]c(=O)[nH]c4c3)cc2)c1 | -1% | 0% | -14% |
| COc1ccc(NC(=O)Nc2ccccc2C(N)=O)cc1 | -27% | -2% | 2% |
| Cc1noc(C)c1C(=O)Nc1nc2ccccc2s1 | -28% | 5% | 0% |

Part of the list above, with two lines to a compound.
Every second line gives: TDP1 cell noCPT, TDP1 inh, GCN5L2 inh
O=C(Cc1c(Cl)cccc1Cl)OCc1ccccn1
→ ?, 8%, -5%
COc1cccc(CNC(=O)c2ccc(NS(=O)(=O)c3ccc4[nH]c(=O)[nH]c4c3)cc2)c1
→ -1%, 0%, -14%
COc1ccc(NC(=O)Nc2ccccc2C(N)=O)cc1
→ -27%, -2%, 2%
Cc1noc(C)c1C(=O)Nc1nc2ccccc2s1
→ -28%, 5%, 0%
c1coc(Cn2nnnc2CN2CCN(C3CCCCC3)CC2)c1
→ -2%, 4%, -2%
CSC1=N/C(=C\c2cccnc2)C(=O)N1c1ccccc1
→ -2%, 6%, -3%

The listing continues.
| Molecule | TDP1 cell noCPT | TDP1 inh | GCN5L2 inh |
| --- | --- | --- | --- |
| CC1(C)CC(=O)C2=C(C1)Oc1ncn(CCCO)c(=N)c1C2c1ccccc1 (centres undefined) | 2% | 3% | 0% |
| COC(=O)c1ccccc1NC(=O)c1nn(-c2ccc(OC)cc2)c(=O)c2c1c1ccccc1n2C | -1% | 2% | 2% |
| CN1C(=O)C(=C2CCCCCC2)SC1=S | -26% | 5% | -11% |
| O=C(COC(=O)/C=C/c1ccc(OC(F)F)cc1)NC1CCCCCCC1 | -20% | 1% | -6% |
| Cn1nc(C(F)(F)F)cc1C(=O)NC1CCCCCC1 | -6% | 2% | -14% |
| COc1ccc(-c2noc(-c3ccco3)n2)cc1OC | -7% | -1% | . |
| CCOC(=O)N1C(=O)[C@@](CC)(c2ccccc2)N1C(=O)OCC | 13µM* | . | 1% |
| O=C(Nc1ccccc1Cl)C1CCN(Cc2cnn(-c3ccccc3)c2-n2cccc2)CC1 | 23µM* | 2% | -9% |
| CN(CC(=O)Nc1c(Cl)cccc1Cl)C(=O)C1CCN(C(=O)Nc2ccccc2)CC1 | -14% | . | 4% |
| COc1ccccc1N1CCN(C2CC(=O)N(c3cccc(Br)c3)C2=O)CC1 (centres undefined) | -13% | 4% | -6% |
| Cc1nn(C(=O)c2cccnc2)c(C)c1Sc1ccccc1 | -19% | -5% | -7% |
| COc1cc(OC)cc(C(=O)NCCOc2ccccc2)c1 | -5% | 3% | -1% |
| CN(C(=O)COC(=O)c1cc([N+](=O)[O-])ccc1Cl)c1ccccc1 | -14% | . | -1% |
| COC/C=C/C1=CC2=CC(=O)C(C)(OC(=O)c3cnc4ccccc4n3)C(=O)C2=CN1CCCCO (centres undefined) | ? | 7%[21 µM] | -16% |
| O=C(O)c1ccccc1C(=O)N1CC=C(c2ccccc2)CC1 | 26µM* | 3% | 0% |
| Cc1cc(C)n(CCN(C)Cc2cn[nH]c2-c2ccc(F)cc2F)n1 | -17% | . | -1% |
| c1cc2nncn2nc1N1CCCC1 | -5% | 6% | -3% |
| Cc1ccc(SCCN2CCN(CCc3ccccc3)CCC2=O)cc1 | 16µM* | 9%&-2% | 13% |
| C/C(=N\NC(=O)CN1CCOCC1)C(C)(C)C | 2% | 8% | 3% |
| Cc1ccc(Cl)cc1N1C(=O)CC(C)(C)CC1=O | -12% | . | -1% |
| CC1CCN(c2ccc3nnc(CCC(=O)NC(C)C)n3n2)CC1 | 11% | . | -4% |
| c1ccc(CSc2ccc(-c3cccs3)nn2)cc1 | 3% | 1% | 0% |
| O=C(NC(Cc1ccccc1)C(=O)N1CCCCC1)c1ccccc1 (centres undefined) | -4% | . | -9% |
| CSc1ccc(CNC(=O)C2CCC(=O)N(Cc3cccc(F)c3)C2)cc1 (centres undefined) | ? | 2% | ? |
| COc1ccccc1C(=O)N(C)CC(=O)Nc1ccc(N2CCOCC2)cc1 | -1% | -1% | 2% |
| CCn1cc(CN2CCC(C(=O)Nc3cccc(-c4cccc(Cl)c4)c3)CC2)cn1 | ? | 4%[56.1 µM] | 1% |
| Cc1cc(C(=O)CCC(=O)N2CCN(c3ccccc3O)CC2)c(C)s1 | ? | 1% | 0% |
| CC(=O)N1CCc2cc(S(=O)(=O)NC(Cc3ccccc3)C(=O)NCc3ccc(C)cc3)ccc21 (centres undefined) | ? | -2% | -9% |
| CCCCN(CC)CCNC(=O)c1cc2c(-c3ccccc3F)nn(C)c2s1 | ? | . | -28% |
| COC(=O)c1ccc(C2OCC(C)(C)CO2)cc1 | 3% | -4% | -9% |
| CSc1nc2ccc(NS(=O)(=O)c3ccc(Br)s3)cc2s1 | -18% | -4% | 0% |
| Cc1ccc(C)c(NC(=O)CSc2c3c(nc4ccc(Cl)cc24)CCCC3)c1 | 21µM* | 0% | -13% |
| CC(Nc1ccc(Br)cc1)C(=O)N/N=C/c1ccccc1OCc1ccccc1 (centres undefined) | ? | 6% | -8% |
| CCOC(=O)c1cnc(SCC(=O)Nc2sc(C)c(C)c2C#N)nc1N | ? | -6% | -5% |
| O=c1c2cn[nH]c2[nH]c(=S)n1-c1cccc2ccccc12 | -15% | 0% | 2% |
| COC(=O)c1ccc(CSc2ncnc3c2nnn3-c2ccc(F)cc2)o1 | -13% | 4% | -4% |
| CCC(C)NC(=O)c1cc2cc(S(=O)(=O)N3CCCCC3)ccc2n1C (centres undefined) | ? | 0% | -2% |
| CN1/C(=C\C(=O)c2ccccc2Cl)c2ccccc2CC1(C)C | -6% | 0% | -7% |
| Cc1ccc(C(=O)NCC(=O)NCC(=O)OCC(=O)c2ccc(Br)cc2)cc1 | ? | 2% | -5% |
| CCN(C[C@H]1N[C@@](C)(C(=O)OC)[C@H]2C(=O)N(Cc3ccccc3)C(=O)[C@@H]12)C(=O)c1ccc(C)cc1 | -4% | 1% | -5% |
| CCn1c(=O)cc(OCC(=O)Nc2ccc(OC)c(OC)c2)c2ccccc21 | -21% | 4% | -3% |
| CC(=O)Oc1ccc(C(=O)Cc2ccc3ccccc3n2)c(O)c1C | 6% | 0% | -7% |
| O=c1c2cc([N+](=O)[O-])cc([N+](=O)[O-])c2[nH]n1-c1ccccc1 | ? | . | -7% |
| COc1cc(/C=N/N(C)C)ccc1OC(=O)c1ccco1 | -26% | 6% | -1% |
| COC(=O)N1C(=O)[C@@](Cc2ccccc2)(c2ccccc2)N1C(=O)OC | 18µM* | . | 2% |
| O=C(NC1CC2CCCC(C1)N2C(=S)Nc1ccccc1Cl)C1CC1 (centres undefined) | -4% | . | -1% |
| Cc1ccc(S(=O)(=O)C2C(=O)N(C)C3(C)CC2c2ccccc2O3)cc1C (centres undefined) | ? | 0% | -1% |
| CCOC(=O)/C(C#N)=C/Nc1ccccc1NS(=O)(=O)c1ccc(C)c(C)c1 | 1% | -3% | 3% |
| CS(=O)(=O)Nc1cccc(C2=NN(C(=O)CCC(=O)O)C(c3cccs3)C2)c1 (centres undefined) | -4% | . | 5% |
| Cc1cc(C)cc(NC(=O)CCC(=O)Nc2nnc(C(F)(F)F)s2)c1 | -1% | . | -7% |
| COc1ccc(-c2cc3nc(C)c(CCC(=O)NC(C)c4ccccc4)c(C)n3n2)c(OC)c1 (centres undefined) | ? | 7% | -3% |
| CC1Cc2ccccc2N1C(=O)CSc1nccc(=O)[nH]1 (centres undefined) | -15% | 4% | 27% |
| CCOC(=O)CNC(=O)CSc1nc(Cc2cccs2)nc2ccccc12 | ? | -2% | -9% |
| O=C(CCc1ccccc1)N1CCCN(C(=O)CCc2ccccc2)CC1 | ? | 0% | 3% |
| CCCc1ccc(C(=O)N2CCN(c3ccccc3OCC)CC2)cc1 | ? | 3% | -9% |
| COc1ccccc1N(C)S(=O)(=O)c1ccc(C(=O)Nc2nc(C)c(C(C)=O)s2)cc1 | ? | -3%[56.1 µM] | -1% |

New compounds follow
| Molecule | TDP1 cell noCPT | TDP1 inh | GCN5L2 inh |
| --- | --- | --- | --- |
| O=S(=O)(Nc1cc(Cl)ccn1)c1ccc(Cl)cc1 | -13% | 0% | -5% |
| CN1CCN(CCN2CCn3c2nc2ccccc23)CC1 | -15% | 4% | -11% |
| COc1ccc(-c2ccc(=O)n(CC(=O)Nc3ccc4c(c3)OCCO4)n2)cc1 | -12% | 6% | -6% |
| CC(C)(C)C(=O)N/C(N)=N/c1nc2ccccc2o1 | ? | 0% | -8% |
| CCCCn1c(=NC(=O)c2cccnc2)c(C(=O)OCC)cc2c(=O)n3ccccc3nc21 | 16µM* | 2% | -6% |
| CCc1ccc(C(=O)Nc2ccc(OC)c(S(=O)(=O)N3CCOCC3)c2)cc1 | -4% | 0% | -13% |
| COc1ccc(C(Nc2cc(C)ccn2)c2ccc3ccc(C)nc3c2O)cc1 (centres undefined) | ? | . | 18% |
| COc1cc(/C=C/C(=O)OCC(=O)N2CCN(S(=O)(=O)c3ccc(C)cc3C)CC2)cc(Cl)c1OC | 18µM* | -6%[0.505 µM] | -2% |
| O=C(CSCC(=O)Nc1ccccc1)N/N=C/c1c(O)ccc2ccccc12 | 4.5µM* | 11% | -10% |
| CCOC(=O)N1CCN(S(=O)(=O)c2ccc([N+](=O)[O-])cc2)CC1 | 2% | 4% | -5% |
| Cc1ccc(C)c(N(CC(=O)NC2CCCC2)C(=O)c2oc(C(C)(C)C)cc2C)c1 | 9.2µM* | 0% | -1% |
| Cc1ccccc1C(=O)Nc1c(C)nc2ccccn2c1=O | 0% | -3% | -6% |
| COc1cc2c(cc1OC)CN(C(=O)COc1ccccc1[N+](=O)[O-])CC2 | ? | 4% | -5% |

Individual results from the entries so far:
`CCOC(=O)N1CCN(S(=O)(=O)c2ccc([N+](=O)[O-])cc2)CC1` in GCN5L2 inh → -5%
`O=C(CSCC(=O)Nc1ccccc1)N/N=C/c1c(O)ccc2ccccc12` in TDP1 cell noCPT → 4.5µM*
`Cc1ccc(C)c(N(CC(=O)NC2CCCC2)C(=O)c2oc(C(C)(C)C)cc2C)c1` in TDP1 inh → 0%
`Cc1ccccc1C(=O)Nc1c(C)nc2ccccn2c1=O` in TDP1 inh → -3%
`COc1cc2c(cc1OC)CN(C(=O)COc1ccccc1[N+](=O)[O-])CC2` in TDP1 inh → 4%
